Cav3 T inh: human Cav3.2 channel inhibition, primary screen; O95180; Cav3.2-expressing cells, Fluo-4 calcium fluorescence FDSS; hits give low values; B-score at 10 µM; 4% of 100,000 active;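 active means single-dose well whose peak fluorescence ratio is a statistical outlier from its plate by either plate-standardised score or position-corrected B-score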
Starred values were filed as active, the others as inactive. This is a subset; the hit share may differ from the screen's.

item | smiles | Cav3 T inh
1 | C=C(COC(C)=O)CC1CC(O)[C@]2(C)OC3CC4OC5C[C@]6(C)O[C@]7(C)CCC8OC9C[C@]%10(C)OC%11C(C)=CC(=O)OC%11CC%10OC9C[C@@H](C)C8OC7CC6O[C@]5(C)C/C=C\C4OC3CC2O1 (some centres not stated) | -1.49
2 | CN1C(=O)C2C[C@@]3(Br)c4ccccc4N(OOSc4ccccc4)[C@H]3N2C(=O)[C@@H]1Cc1ccccc1 (some centres not stated) | -0.659
3 | O=c1cccc2n1CC1CC2CN(Cc2ccc3c(c2)OCO3)C1 (configuration not stated) | 0.307
4 | CC(C)C(=O)c1cn(Cc2ccccc2C#N)c2ccccc12 | -5.63*
5 | C=CCN1C(=O)C2(C(C(=O)OCC)=C(N)Oc3ccccc32)c2c1c1ccccc1oc2=O (configuration not stated) | -0.457
6 | CCC(CC)N1CCN(C(=O)Cc2ccccc2)CC1 | -2.64
7 | COC(=NC1CCCC1)C(O)c1c[nH]c2ccccc12 (configuration not stated) | -0.235
8 | CC(C)C[C@H]1C(=O)N2CCCC2[C@]2(O)O[C@](NC(=O)[C@@H]3C=C4c5cccc6[nH]cc(c56)CC4N(C)C3)(C(C)C)C(=O)N12 (some centres not stated) | -0.935
9 | CCN1CCC2(CCNC2)C1 (configuration not stated) | 0.999
10 | O[C@@H]1CCCC[C@H]1N1CCC(c2ccccc2)CC1 | -0.387
11 | NP(=O)(OCC(F)(F)F)Oc1ccccc1 (configuration not stated) | -0.0245
12 | COc1ccc2[nH]cc(C(=O)CN(C)C)c2c1 | 0.522
13 | Nc1ccccc1C(=O)OCCOc1ccccc1 | -2.34
14 | CCCN1CCc2cc(O)cc3c2[C@H]1Cc1ccc(O)c(O)c1-3 | 0.27
15 | CCCCN1C(=O)NC(=O)C2(Cc3cc(C)ccc3N(C)C2)C1=O (configuration not stated) | -0.208
16 | OCCN1C2CCC1CC(O)(c1ccc(F)cc1)C2 (configuration not stated) | 0.262

5 records drawn at random from the list so far:
item | smiles | Cav3 T inh
13 | Nc1ccccc1C(=O)OCCOc1ccccc1 | -2.34
10 | O[C@@H]1CCCC[C@H]1N1CCC(c2ccccc2)CC1 | -0.387
15 | CCCCN1C(=O)NC(=O)C2(Cc3cc(C)ccc3N(C)C2)C1=O (configuration not stated) | -0.208
14 | CCCN1CCc2cc(O)cc3c2[C@H]1Cc1ccc(O)c(O)c1-3 | 0.27
16 | OCCN1C2CCC1CC(O)(c1ccc(F)cc1)C2 (configuration not stated) | 0.262

More entries:
item | smiles | Cav3 T inh
17 | COc1ccc(-n2c(O)c(C(C)=NCCCn3ccnc3)c(=O)[nH]c2=O)cc1 | 0.865
18 | COc1ccc(CC(=O)N2CCN(C)CC2)cc1 | 1.58
19 | COc1ccc(CCNCc2ccccn2)cc1OC | 0.534
20 | Cc1cccn2c(=O)c3c(nc12)N1CCc2ccccc2C1C1(C3)C(=O)NC(=O)N(C)C1=O (configuration not stated) | 0.0497
21 | CC(=NCCCn1ccnc1)c1c(O)n(C)c(=O)n(C)c1=O | 0.614
22 | COc1cc(/C=C2\C(=O)NC(=O)N(c3ccccc3)C2=O)cc(OC)c1O | 0.424
23 | COc1ccc(Cn2c(O)c(C=NCCCn3ccnc3)c(=O)[nH]c2=O)cc1 | 0.258
24 | Cc1cccc(N2C(=O)/C(=C/N3CCN(C(=O)c4ccco4)CC3)C(=O)NC2=S)c1 | 0.927
25 | CC(=NCCCN1CCOCC1)c1c(O)n(-c2ccccc2C)c(=O)[nH]c1=O | 1.37
26 | Cc1cc(OC(=O)c2ccco2)c2c3c(c(=O)oc2c1)CCCC3 | 0.0704
27 | O=C(C1CC(c2ccccc2O)=NO1)N1CCC2(CC1)OCCO2 (configuration not stated) | 0.373
28 | CNC(=O)ON(C(=O)NC)C1N(C)C(=S)SC1(C)C (configuration not stated) | -0.163
29 | Cc1ccc(C2N(c3cc(C)on3)C(=O)C3CCCN32)cc1 (configuration not stated) | 0.229
30 | CC1=CC(=C2C(=O)NC(=S)NC2=O)C=C(C(F)(F)F)N1C | 0.563
31 | O=C1C2CCN(CC2)C1Cc1ccccc1O (configuration not stated) | -0.948
32 | CN=C(SCc1ccccc1)c1c(O)n(C)c(=O)n(C)c1=O | 0.888
33 | O=C1CC(=O)N(c2ccc3c(c2)OCO3)C(=O)N1 | 0.392
34 | O=P(O)(O)COc1ccccc1O | 0.0056
35 | Nc1nnc(CCN2CCCCC2)s1 | -0.335
36 | COc1ccc(CN2CCN(c3ccccc3)CC2)c(C)c1C | 0.834
37 | COC(=O)C1=C(c2cc3ccccc3o2)C[C@@H]2CC[C@H]1N2C(=O)NCc1ccc(F)cc1 | -2.34
38 | CN1CCC(N(C)c2ncnc3ccc(Br)cc23)CC1 | 0.0299
39 | C=CCn1c(O)c(C=Nc2ccc(OC)cc2C)c(=O)[nH]c1=O | 0.932
40 | C=CC12CN(C)[C@@H]3C4CO[C@H](C[C@H]41)[C@]1(C(=O)Nc4ccccc41)[C@@H]32 (some centres not stated) | -0.174
41 | COc1cccc(-n2c(C)nc3ccccc3c2=O)c1 | -0.0065
42 | O=C(COc1ccc(Cl)cc1)N1CCN(C/C=C/c2ccccc2)CC1 | -4.18
43 | Nc1ccccc1C(=O)c1ccccc1 | 0.183
44 | O=C(C(Cc1ccccc1)NS(=O)(=O)c1cccc2nsnc12)N1CCC2(CC1)OCCO2 (configuration not stated) | 1.74
45 | CN1CCc2c(c(N3CCCCC3)nc3n[nH]c(N)c23)C1 | 0.0101
46 | O=C(Cn1c(=O)c(C(F)(F)F)nc2ccccc21)N1CCC2(CC1)OCCO2 | -3.46
47 | CC(C)Oc1cc(-n2c(=S)[nH]c3ccccc3c2=O)c(Cl)cc1Cl | -0.833
48 | CC(C)c1cccc(C(C)C)c1OCCn1ccnc1 | -1.43

No new results follow: an excerpt of the list.
item | smiles | Cav3 T inh
18 | COc1ccc(CC(=O)N2CCN(C)CC2)cc1 | 1.58
19 | COc1ccc(CCNCc2ccccn2)cc1OC | 0.534

Remaining list, next part:
item | smiles | Cav3 T inh
49 | COC(=O)C1=C(c2cc3ccccc3o2)C[C@@H]2CC[C@H]1N2C(=O)N1CCC(O)CC1 | 0.539
50 | Cc1ccc(C2CC(=O)C(C=NCCN3CCN(C(=O)Cc4ccccc4)CC3)=C(O)C2)cc1 (configuration not stated) | 0.04
51 | Cc1ccc(OCC(=O)N2CCN(CC3CC4C=CC3C4)CC2)cc1 (configuration not stated) | -0.362
52 | Cc1c(N=Cc2c(O)n(Cc3ccco3)c(=O)[nH]c2=O)c(=O)n(-c2ccccc2)n1C | 0.153
53 | CC(c1ccccc1)n1cncc1C(=O)N1CCCC1=O (configuration not stated) | 0.477
54 | CC(=O)C1(c2ccccc2)CCNCC1 | 0.144
55 | CC(C)C(=O)N1CCN(CCN=Cc2c(O)n(C)c(=O)n(C)c2=O)CC1 | 1.54
56 | O=c1c2cc([N+](=O)[O-])ccc2nc(CN2CCOCC2)n1-c1ccccc1F | 1.37
57 | CCCCSP1(=S)NCCCO1 (configuration not stated) | 0.368
58 | O=c1[nH]c(=O)n(CCC2=CCCCC2)c(O)c1C=Nc1cccc(F)c1 | 0.297
59 | CCOC(C(=O)OCCC[N+](C)(CC)CC)(c1ccccc1)c1ccccc1 | 1.2
60 | OC(C#CCN1CCOCC1)(c1ccccc1)C1CCCC1 (configuration not stated) | -0.838
61 | O=C(CNS(=O)(=O)c1ccc(Br)s1)N1CCC2(CC1)OCCO2 | 0.922
62 | O=C(CN1CCOCC1)c1cccc2ccccc12 | -0.196
63 | CN(C)[C@@H]1C(=O)C(C(N)=O)=C(O)[C@@]2(O)C(=O)C3=C(O)c4c(O)cccc4[C@@](C)(O)[C@H]3[C@H](O)[C@@H]12 | -3.75*
64 | C=C(CC1CC(O)[C@]2(C)OC3CC4OC5C[C@]6(C)O[C@]7(C)CCC8OC9C[C@]%10(C)OC%11C(C)=CC(=O)OC%11CC%10OC9C[C@@H](C)C8OC7CC6O[C@]5(C)C/C=C\C4OC3CC2O1)C(=O)O (some centres not stated) | 1.55
65 | O=P(OCC(F)(F)C(F)F)(N1CCOCC1)N1CCOCC1 | 0.0445
66 | Cc1nc2ccccc2c(=O)n1-c1ccccn1 | 0.969
67 | Cc1ccc(C2C(S(C)(=O)=O)=C(O)C(=O)N2c2ccccc2)cc1 (configuration not stated) (tested in a mixture with another compound) | -0.319
68 | CCN(CC)CCNC(=O)c1c(O)c2ccccc2n(Cc2ccccc2)c1=O | -0.169
69 | CCC(=NCc1ccco1)c1c(O)n(C2CCCCC2)c(=O)[nH]c1=O | -6.8*
70 | COc1ccc(C2SCC(=O)Nc3c2c(C)nn3C2CCOC(C)(C)C2)cc1 (configuration not stated) | 0.76
71 | CCC(=NCCCN(C)C)c1c(O)n(-c2ccc(OC)cc2)c(=O)[nH]c1=O | 0.0231
72 | C=CCn1c(O)c(C=NCCN(C)C)c(=O)[nH]c1=O | 0.254
73 | CCc1ccc(N2C(=O)NC(=O)C(Cc3ccc(OC)cc3OC)C2=O)cc1 (configuration not stated) | -0.463
74 | O=C(Cc1ccccc1)Oc1cccc(N2C(=O)CCC2=O)c1 | -0.0325
75 | Cc1cccc(CS(=O)(=O)Cc2ccc(C(=O)N3CCC4(CC3)OCCO4)o2)c1 | 0.524
76 | O=c1[nH]c(=O)n(Cc2ccc(F)cc2)c(O)c1C=NCCCN1CCOCC1 | 0.674
77 | CC12CN3CC(C)(CN(C1)C3c1cccnc1)C2=O (configuration not stated) | 0.0641
78 | CCCCn1c(O)c(C(C)=NCCCn2ccnc2)c(=O)[nH]c1=O | 1.06
79 | O=C(COc1ccc(Cl)cc1Cl)N1CCN(C/C=C/c2ccccc2)CC1 | -2.03
80 | CCOC(=O)C1=C(N)Oc2cc(C)oc(=O)c2C12C(=O)N1c3c(cc(OC)cc32)C(C)=CC1(C)C (configuration not stated) | 1.37
81 | O=C1Nc2ccc(Br)cc2C(c2ccccc2Cl)=NC1O (configuration not stated) | -2.16
82 | Cc1ccc(N=Cc2c(O)n(-c3ccc(C)cc3)c(=O)[nH]c2=O)cc1 | 1
83 | CCOCCCN=Cc1c(O)n(Cc2ccccc2)c(=O)[nH]c1=O | 0.207
84 | O=c1[nH]c(=S)n(Cc2ccco2)c(O)c1C=NCc1cccs1 | -1.34
85 | CN1C(=O)NC(=O)C2(Cc3ccccc3N3CCOCC32)C1=O (configuration not stated) | 1.29
86 | COC(=O)CSC1=NN1c1cc(C)nc(N)n1 | -0.355
87 | C[C@H]1CCCC(=O)CCC/C=C/c2cc(O)cc(O)c2C(=O)O1 | -0.37
88 | CCN(CCNc1ccc([N+](=O)[O-])c2cccnc12)S(=O)(=O)c1ccc(Cl)cc1 | -4.35

Single entries from above:
Result for Cc1ccc(C2C(S(C)(=O)=O)=C(O)C(=O)N2c2ccccc2)cc1 (configuration not stated) (tested in a mixture with another compound) in Cav3 T inh: -0.319
Result for CN=C(SCc1ccccc1)c1c(O)n(C)c(=O)n(C)c1=O in Cav3 T inh: 0.888
Result for O=c1[nH]c(=S)n(Cc2ccco2)c(O)c1C=NCc1cccs1 in Cav3 T inh: -1.34
Result for O=P(O)(O)COc1ccccc1O in Cav3 T inh: 0.0056
Result for O=P(OCC(F)(F)C(F)F)(N1CCOCC1)N1CCOCC1 in Cav3 T inh: 0.0445

Additional entries follow:
item | smiles | Cav3 T inh
89 | COC(=O)C1=Nc2ccccc2/C1=C\c1c(O)n(-c2ccc(OC)cc2)c(=O)[nH]c1=O | 0.696
90 | COc1cccc(N2CCN(Cc3ccc(Cl)cc3)CC2)c1 | -0.79
91 | CN1CCC(OC(=O)C2c3ccccc3Oc3ccccc32)CC1 | -1.9
92 | O=P1(NC2CCCC2)COc2ccccc2OC1 | 0.059
93 | O=C(Cn1ncc2c3ccccc3n(Cc3ccccc3F)c2c1=O)N1CCC2(CC1)OCCO2 | -8.58*
94 | CC1(C)CN=C(NCc2ccccc2Cl)S1 | -0.169
95 | CC(C)C[C@H](NC(=O)[C@@H]1CCCN1C(=O)[C@@H](N)Cc1ccc(O)cc1)C(=O)NCC(N)=O | 1.74
96 | O=c1[nH]c(=O)n(C2CCCCCC2)c(O)c1C=NCC1CCCO1 (configuration not stated) | 1.54
97 | CCCCn1c(=O)c(C(=O)NCc2ccncc2)c(O)c2ccccc21 | -1.69
98 | O=C(c1ccc(CS(=O)(=O)c2ccccc2)o1)N1CCC2(CC1)OCCO2 | -0.0873
99 | CC(C)C12CN3CC(C(C)C)(CN(C1)C3c1cccnc1)C2=O (configuration not stated) | 1.01
100 | CCN1C[C@]2(COC)CC[C@H](O)[C@@]34C5C[C@@H]6[C@@H](OC)C[C@@](O)(C5[C@H]6O)[C@](O)([C@@H](OC)C23)[C@@H]14 (some centres not stated) | -0.0487
101 | OC(Cc1ccccc1)(c1ccccc1)C1CN2CCC1CC2 (configuration not stated) | -0.625
102 | O=C(O)C12C3CCCC1C32c1ccccc1 (configuration not stated) | 0.113
103 | FC(F)(F)C1=NC(C(F)(F)F)=NP(N2CCOCC2)(N2CCOCC2)=N1 | -0.509
104 | O=C(CN1CCN(Cc2cccc(Cl)c2)C1=O)N1CCC2(CC1)OCCO2 | 0.503
105 | CN1CCCC1C(O)(c1ccccc1)c1ccccc1 (configuration not stated) | 0.793
106 | CCOc1ccc2nc(N3CCC(C(=O)N4CCC5(CC4)OCCO5)CC3)sc2c1 | 2.19
107 | CCOc1ccccc1N=C1SCCCN1C | -0.00103
108 | COC(=O)C1=C(c2cc3ccccc3o2)C[C@@H]2CC[C@H]1N2C(=O)NCCNC(C)=O | -0.0858
109 | O=C1CC(N2CCC(n3c(=O)[nH]c4ccccc43)CC2)C(=O)N1Cc1ccccc1 (configuration not stated) | -0.785
110 | Fc1ccc(CCNCc2cccc(Cl)c2)cc1 | 0.715
111 | COC(=O)CN1C(=O)C2(C(C(=O)OC)=C(N)Oc3ccccc32)C2=C1CC(C)(C)CC2=O (configuration not stated) | 0.722
112 | CCCCc1nc2ccccc2c(=O)n1-c1ccc(O)cc1 | 0.0181
113 | O=P(Nc1ccccc1Cl)(c1ccccc1)c1nc2c(s1)CCCC2 (configuration not stated) | -5.88*
114 | COc1ccc(CNCC(=O)N2CCC3(CC2)OCCO3)cc1 | 0.862
115 | CN1C(=O)/C(=C\c2ccc(N3CCCCC3)o2)C(=O)NC1=S | -4.83*
116 | Cn1c(O)c(C=NCCN2CCNCC2)c(=O)n(C)c1=O | 0.00247
117 | O=C(Cc1ccc(Br)cc1)N1CCN(Cc2ccccc2)CC1 | -0.551
118 | Cc1cccc(-n2c(C)nc3ccccc3c2=O)n1 | 0.363
119 | CCCCn1c(O)c(C(CC)=NCCN2CCOCC2)c(=O)[nH]c1=O | 0.527

From PubChem BioAssay
